RMI-FANCM inh = disruptors of RMI1/RMI2 association with MM2 peptide – biochemical, fluorescence polarization, human, primary screen; 0.58% of 70,000 active; RMI core complex with F-MM2 peptide; active compounds read low; FP signal (polarization) at 33 µM; RMI core complex (RMI1/RMI2) binding to FANCM MM2 peptide, human; in the data active means FP signal below about 40; further: inactives centre near 61; strong numbers were not always called active; unit not given here
* marks the source's active call; other numbers are inactive results. Some of the compounds tested, so the mix of outcomes need not match the whole.

RMI-FANCM inh	mol
56	NS(=O)(=O)c1ccc(CCNC(=O)C(=O)NCC(c2ccco2)N2CCOCC2)cc1 (configuration not stated)
59	Cc1cc(OC(=O)CC(c2ccccc2)c2ccccc2)c([N+](=O)[O-])c(=O)[nH]1
65	COc1ccc(S(=O)(=O)N2CCCCC2CC(=O)Nc2ccc(N(C)C)cc2)cc1 (configuration not stated)
76	COc1ccc(C(=O)Nc2cccc(-c3nc4ccccc4s3)c2)c(OC)c1
64	CC1CCCN(S(=O)(=O)c2ccc(C(=O)Nc3ccc(S(C)(=O)=O)cc3)cc2)C1 (configuration not stated)
64	CN1CCN(Cc2c(NC(=O)c3ccc(F)cc3)sc3c2CCCC3)CC1
78	Cc1ccccc1-c1nc(NC(=O)CSc2ncnc3sc(C)c(C)c23)ns1
67	CC(C)C(=O)N1CCc2ccc(NC(=O)c3ccc(F)c(F)c3)cc2C1
62	N#Cc1c(NC(=O)/C=C/c2ccco2)sc2c1CCCC2
61	COC(=O)c1ccc(NC(=O)CSc2n[nH]c(=O)c3cc(-c4ccco4)nn23)cc1
73	O=C(Nc1cccc(-c2ccc3nnc(-c4cccnc4)n3n2)c1)c1cccnc1Cl
112	COc1ccc2nc(-c3ccc(NC(=O)c4ccc(Br)o4)cc3)cn2n1
64	CCOC(=O)c1cccc(NC(=O)Nc2ccc3c(c2)C(=O)OC3)c1
55	N#Cc1cccnc1Br
62	COc1cccc(-n2nnnc2SCC(=O)Nc2ccccc2C(=O)O)c1
60	Cc1ccc(CC(=O)Nc2cccc(Cl)c2Cl)c(C)c1
117	CCOc1ccc(NC(=O)CSc2nccn3nc(-c4cccc5ccccc45)cc23)cc1
70	COCC(=O)N1CCCc2ccc(NS(C)(=O)=O)cc21
59	NC(=Nc1ccccc1)C(Cl)(Cl)Cl
76	CCn1nccc1C(=O)Nc1ccc(O)c(-c2nc3ccccc3s2)c1
66	Cc1cc(C)n(CC(=O)NCCC2=CCCCC2)c(=O)c1-c1nc(-c2ccc(Cl)cc2)no1
51	CSc1ccc(C(=O)Nc2ccccc2Oc2ccccc2)cc1
64	CS(=O)(=O)c1ccc(Nc2nc(CC(=O)NCCC3=CCCCC3)cs2)cc1
70	Cn1ccc(C(=O)Nc2nc(C(C)(C)C)cs2)n1
61	COc1ccc(Cl)cc1NC(=O)N1CCCC(c2nnc(-c3cccs3)o2)C1 (configuration not stated)
60	CC(C)N(C(=O)Cn1cnc2ccccc21)c1ccccc1
67	COc1ccc(NC(=O)Cc2csc(Nc3cccc(C(F)(F)F)c3)n2)c(OC)c1
55	N#Cc1nc(-c2ccccc2)c(-c2ccccc2)nc1C#N
59	Cc1cccn2cc(CSc3nc4ccccc4[nH]3)nc12
62	C/C=C/Cn1c(=O)c2c(nc3n2C(C)C(C)=NN3CC(=O)OCC)n(C)c1=O (configuration not stated)
113	N#Cc1c(N=Cc2ccc([N+](=O)[O-])cc2)sc2c1CCCC2
46	CN(C)/C=N\n1cnc2sc3c(c2c1=O)CCCC3
62	O=C(CN1C(=O)c2ccccc2C1=O)Nc1ccc2c(c1)C(=O)NCCO2
47	O=[N+]([O-])c1cc(S(=O)(=O)Nc2ccc(O)c(Sc3nc4ccccc4s3)c2)ccc1Cl
57	Cc1nn(C)c(=O)c2noc(/C=C/c3ccc(C(F)(F)F)cc3)c12
62	CC1CN(S(=O)(=O)c2c(C(C)C)cc(C(C)C)cc2C(C)C)CC(C)O1 (configuration not stated)

Brought forward from above: three compounds; new compounds follow.
RMI-FANCM inh	mol
47	O=[N+]([O-])c1cc(S(=O)(=O)Nc2ccc(O)c(Sc3nc4ccccc4s3)c2)ccc1Cl
57	Cc1nn(C)c(=O)c2noc(/C=C/c3ccc(C(F)(F)F)cc3)c12
62	CC1CN(S(=O)(=O)c2c(C(C)C)cc(C(C)C)cc2C(C)C)CC(C)O1 (configuration not stated)
66	O=C(N=c1scc(-c2ccc(Cl)cc2)n1Cc1ccco1)c1ccccc1
73	COc1ccc(-c2cc(C(=O)N/N=C(/C)c3cccs3)[nH]n2)cc1
54	O=C(Nc1ccc2c(c1)OCO2)c1cccc(NS(=O)(=O)c2ccc(Cl)cc2)c1
55	CCCCCOc1ccc(C(=O)NN)cc1
45	O=C(Nc1ccc(F)c(Cl)c1)C(=O)N1CCC2(CC1)OCCN2S(=O)(=O)c1cccs1
60	C=CC(C)(C)OCC(O)CN1CCN(c2cc(Cl)ccc2C)CC1 (configuration not stated)
56	CCN(Cc1ccccc1)C(=O)c1cn(-c2cccc(Cl)c2)nn1
63	CC1(C)COc2cc(NS(C)(=O)=O)ccc2NC1=O
61	CCC(=O)NNc1nc2c(F)cccc2s1
57	O=C(Cc1cccs1)Nc1nnc2n1CCS2
61	Cc1ccc(OCCN2CCN(S(=O)(=O)c3ccc4c(c3)C(=O)c3ccccc3C4=O)CC2)cc1
75	NCCn1ncc2c(N3CCN(Cc4ccccc4)CC3)ncnc21
54	O=C(Nc1cc(Cl)cc(Cl)c1)c1ccc(N2C(=O)CCC2=O)cc1
72	CCn1nccc1C(=O)N(CCN(C)C)c1nc2c(OC)cccc2s1
53	CCOC(=O)c1cnc(C(F)(F)F)nc1Nc1ccccc1Cl
58	Cc1c(C)c(C)c(C(=O)c2ccccc2C(=O)NCc2cccnc2)c(C)c1C
58	O=C(O)C1CCN(c2ccc(C(F)(F)F)cn2)CC1
53	CCOc1ccccc1NC(=O)C12CCC(C)(C(=O)C1)C2(C)C (configuration not stated)
66	Cc1nn(C2CCS(=O)(=O)C2)c2nc(-c3ccc(F)cc3)cc(C(=O)NCCc3ccccc3)c12 (configuration not stated)
56	O=C(NC1CCN(C(=O)c2cc(-c3ccc(Cl)cc3)oc2C(F)(F)F)CC1)c1ccccc1
60	Clc1cc(Cl)cc(OCc2csc(-c3cccs3)n2)c1
59	CC1CCN(S(=O)(=O)c2ccc3[nH]c(=O)[nH]c3c2)CC1
53	CS(=O)(=O)c1ccc(CC(=O)Nc2onc3c2CCCC3)cc1
61	Cn1nc(C(C)(C)C)cc1C(=O)NCc1cc(F)cc2c1OCOC2

Shown in CSV form: part of the list above
SMILES,RMI-FANCM inh
CC1CCCN(S(=O)(=O)c2ccc(C(=O)Nc3ccc(S(C)(=O)=O)cc3)cc2)C1 (configuration not stated),64
CCCCCOc1ccc(C(=O)NN)cc1,55
COc1ccc(-c2cc(C(=O)N/N=C(/C)c3cccs3)[nH]n2)cc1,73
CC(C)C(=O)N1CCc2ccc(NC(=O)c3ccc(F)c(F)c3)cc2C1,67

Later entries:
RMI-FANCM inh	mol
62	NC(=O)c1ccc(NC(=O)CCc2csc(NC(=O)c3ccc[nH]c3=O)n2)cc1
71	COCCN1CCC(CNC(=O)c2ccc(Cl)cc2Cl)CC1
54	Cc1cc(Sc2ncnc(N)c2[N+](=O)[O-])ncn1
63	CC1=CCc2c(cc3oc(C)cc(=O)c3c2O)OC1
66	Cc1ccc(C)c(N2CCN(S(=O)(=O)c3ccsc3C(=O)NCC(C)C)CC2)c1
74	O=C(/C=C/c1ccc([N+](=O)[O-])s1)Nc1nc2ccc([N+](=O)[O-])cc2s1
64	CC(NC(=O)NC1CC(=O)N(c2ccc(Cl)cc2)C1)c1ccccc1 (configuration not stated)
66	CCCCCCCCCCCCCCCCOCC(COCC(F)(F)F)OP(=O)(O)OCO (configuration not stated)
77	COc1ccc(-n2nnc(C(=O)OCc3ccccc3C)c2C)cc1
55	CC(OCc1ccccc1)C(NC(=O)OC(C)(C)C)C(=O)NCc1ccccc1 (configuration not stated)
70	CC(=O)Nc1nnc(-c2ccc(Cl)cc2)s1
55	CSc1nc(N2CCCC2)c2cnn(CCNC(=O)c3ccc4c(c3)OCO4)c2n1
69	O=C(c1cccs1)N1CCN(c2ccc(-c3ccncc3)nn2)CC1
63	COc1ccc(C(=O)CSc2nccn(-c3ccc(C)cc3)c2=O)cc1
65	COc1cccc2c1C(=O)c1c(O)c3c(c(O)c1C2=O)C[C@@](O)(C(C)=O)C[C@@H]3O[C@H]1C[C@H](N)[C@H](O)[C@H](C)O1
63	CCOC(=O)c1ccc(NC(=O)Cn2c(=O)nc(-c3ccccc3)c3cc(Cl)ccc32)cc1
61	C=C1C2CC[C@@]3(C)[C@H](c4ccoc4)OC(=O)C[C@]13O[C@H]1C[C@H](OC(C)=O)C(C)(C)[C@H](CC(=O)OC)[C@@]21C
60	O=C(/C=C/c1c2ccccc2cc2ccccc12)c1ccc(Cl)cc1
102	COc1ccc(Cl)cc1S(=O)(=O)Cc1nc(-c2ccc3c(c2)OCO3)no1
62	CCCNC(=O)CCCCn1c(=O)c2ccccc2n(CC(=O)Nc2cccc(OC)c2)c1=O
61	N/C(=N/OC(=O)c1ccc(Cl)cc1)c1cnccn1
77	COc1cccc(NC(=O)CSc2nc3sc4c(c3c(=O)n2-c2ccccc2)CCC4)c1
53	O=c1c2ccccc2nc2n1CCc1c-2[nH]c2ccccc12
80	COCCn1c(=NC(=O)CCS(=O)(=O)c2ccccc2)sc2cc(C)ccc21

Already shown: an excerpt of the list.
RMI-FANCM inh	mol
61	N/C(=N/OC(=O)c1ccc(Cl)cc1)c1cnccn1
77	COc1cccc(NC(=O)CSc2nc3sc4c(c3c(=O)n2-c2ccccc2)CCC4)c1
53	O=c1c2ccccc2nc2n1CCc1c-2[nH]c2ccccc12
80	COCCn1c(=NC(=O)CCS(=O)(=O)c2ccccc2)sc2cc(C)ccc21

Carrying on:
RMI-FANCM inh	mol
62	Cc1cc(C)nc(SCc2nnc(SCC(=O)Nc3nccs3)o2)n1
63	COCCCNC(=O)/C=C\C(=O)O
64	COc1ccccc1N1CCN(Cc2cc(=O)c(OCc3cccc([N+](=O)[O-])c3)co2)CC1
71	COc1ccc(S(=O)(=O)N2CCCC(C(=O)N3CCNC(=O)C3C)C2)cc1 (configuration not stated)
81	CCOc1ccc(S(=O)(=O)Nc2ccc3c(c2)N(C(=O)C(C)(C)C)CC3)cc1F
58	O=C1c2ccccc2-c2onc3c(N4CCOCC4)cc(N4CCOCC4)c1c23
52	CCOC(=O)c1csc(NC(=O)c2ccc(S(C)(=O)=O)cc2)n1
59	COc1cccc(C(=O)NCCc2cn3cccc(C)c3n2)c1
73	Cc1cc(NC(=O)C(=O)NCCN2CCN(c3ccc(F)cc3)CC2)c2ccccc2n1
65	Cc1nnc(NC(N)=S)s1
69	CCN(CC)c1ccc(NC(=O)NC2CC(=O)N(c3ccc(C)cc3)C2)c(C)c1 (configuration not stated)
60	CCSc1nnc(NC(=O)c2cc3ccccc3c(=O)o2)s1
62	O=C(NNC(=O)c1cccn(Cc2ccc(Cl)c(Cl)c2)c1=O)c1cccc(F)c1
32	O=[N+]([O-])c1cccc(C2Nc3cccc4cccc(c34)N2)c1
61	COc1ccc(C(=O)NCCOc2cc(C)cc(C)c2)c(OC)c1
52	CCOC(=O)c1c(N)sc(C)c1-c1ccccc1
85	COc1cc(-c2nc(CSc3nc4ccccc4c(=O)n3C)c(C)o2)cc(OC)c1OC
62	Cn1cccc1C(CNC(=O)c1ccccc1C(F)(F)F)N1CCCC1 (configuration not stated)
44	O=S(=O)(c1cc(Br)c(Cl)s1)N1CCSCC1
60	O=Cc1ccc(N2CCOCC2)cc1
70	Cc1cc(NC(=O)c2ccccc2S(C)(=O)=O)n(C(C)C)n1
72	Cc1cc(NC(=O)c2ccc(C(C)(C)C)cc2)n(C(C)C)n1
66	CC(=O)SCC(=O)Nc1sccc1C#N
-4*	CC(C)N1CCc2c(sc(NC(=O)CN3C(=O)c4ccccc4C3=O)c2C(N)=O)C1
65	O=C(O)C(Sc1ncn[nH]1)c1ccccc1 (configuration not stated)
54	Cc1cccc(NC(=O)CC(NCCN2CCOCC2)C(=O)O)c1 (configuration not stated)
67	O=C(CCC1CCCC1)Nc1ccc2c(c1)N(C(=O)c1ccco1)CC2
61	CCN(CC)C(=O)Oc1ccc2cc(Br)ccc2c1Br
52	Cc1ccc2[nH]c(=S)n(-c3ccc(S(=O)(=O)N4CCCCC4)cc3)c(=O)c2c1
74	COC(=O)c1sc(-c2ccccc2)cc1NC(=O)c1ccc([N+](=O)[O-])cc1
57	CC(=O)C1=C(C)NC(C)=C(C(C)=O)C1c1cccc([N+](=O)[O-])c1
78	COc1ccc(CCNc2nc(C)nc3c2oc2ccccc23)cc1OC
57	Cc1coc(C)c1C(=O)O
67	O=C(CCS(=O)(=O)c1ccc(Cl)cc1)Nc1nnc(CSc2ccccc2)o1
59	O=C(O)C1(NS(=O)(=O)c2ccc(Cl)cc2)CCCCC1
72	N#C/C(=C\c1ccc(-c2ccc([N+](=O)[O-])cc2)o1)C(=O)NCc1ccco1
61	N#Cc1c(F)cccc1NC1CCN(Cc2ccccc2)CC1
72	Cc1cc(C(=O)Nc2ccc(S(N)(=O)=O)cc2)on1
57	Cn1nc(NC(=O)/C=C/c2ccc(OC(F)(F)F)cc2)c2c(F)cccc21
63	COC(=O)c1ccc(CSc2nc(C)cc(=O)[nH]2)cc1
56	O=c1nc(-c2ccccc2)c2cc(Cl)ccc2[nH]1
61	CC(=O)OC1COC(Oc2ccc(C(C)(C)C)cc2)C(OC(C)=O)C1OC(C)=O (configuration not stated)
53	CC(=O)N1CCC(C(=O)Nc2ccc(-c3cnco3)cc2)CC1
74	Cc1ccc(C)c(S(=O)(=O)NC(C)C(=O)Nc2ccc(F)c(Cl)c2)c1 (configuration not stated)
58	O=C(N/N=C\c1ccccn1)c1ccc(S(=O)(=O)N2CCCCCC2)cc1
52	CCN(CC)c1nc(C)nc2c1sc(=S)n2-c1ccccc1
53	Cc1ccc(-c2nc3c(c(SCC(=O)Nc4cccc(C(=O)O)c4)n2)Cc2ccccc2O3)cc1
61	COc1ccc(-c2noc(CSc3nc(-c4ccc(F)cc4)cc(=O)[nH]3)n2)c(OC)c1
